Source: PubChem BioAssay (several laboratories)
IL1B NFkB pot = enhances IL-1B driven NFkB nuclear translocation | AID 819 | activation, % at 2 µM | 94,000 tested, 0.3% active | HUVEC IL-1B NFkB p65 nuclear translocation imaging;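 active = activation above 40%, about the mean plus 3 SD, also judged a hit on visual image review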;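 also: percent activation is computed from the nuclear over cytoplasmic p65 intensity ratio; values of inactives mirror those of a sister screen read the other way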
Bcl-B displacement = displacers of TR3 peptide from Bcl-B, primary screen, selectivity assay for Bfl-1 inhibitor project, biochemical, fluorescence polarization | FP displacement of FITC-TR3 peptide from Bcl-B; higher % means a stronger effect | 96,000 tested, 0.11% active | displacement, % at 20 µM; hits with a dose series show IC50 in µM | AID 748;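 active = displacement above 50% at 20 µM plus a fluorescence interference ratio under 1.5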;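 also: plate controls were wells without compound for no effect and wells lacking Bcl-B protein for full effect; a part of the inactive calls stands beside numbers as strong as those of hits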
PLAP inhibitors HTS = inhibition of human placental alkaline phosphatase – biochemical, luminescence, HTS (AID 690) | 96,000 tested, 0.08% active | inhibition, % at 20 µM; hits with a dose series show IC50 in µM | purified PLAP, luminescent substrate; higher % means a stronger effect; in the data active = a potency from the dose series; inactive = the rest, 99 in 100 with inhibition below about 30%; also: strong numbers were not always called active
NFkB transloc inh = blocks IL-1B driven NFkB nuclear translocation in HUVEC cells | 94,000 tested, 0.43% active | inhibition, % at 2 µM | AID 796 | HUVEC IL-1B NFkB p65 nuclear translocation imaging;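 active = inhibition above about 30% together with a positive call from visual inspection of the well image, limit read from the data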;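 also: nuclear over cytoplasmic p65 intensity ratio measured by imaging; 0% = IL-1B stimulated DMSO wells and 100% = unstimulated DMSO wells; values of inactives mirror those of a sister screen read the other way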
MRP resist rev = reverses drug resistance mediated by MRP; H69AR cells + 2 uM doxorubicin, CellTiter-Glo, 72 h; differential viability (reversal), % at 10 µM; 85,000 tested, 0.04% active; AID 602;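 active = viability drop by adding the cancer drug above about 55%, with treated viability meeting a 40% cutoff, limit read from the data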;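 also: viability without doxorubicin minus viability with 2 µM doxorubicin for each compound; larger differential means the compound sensitizes cells more to doxorubicin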
MRP resist rev cytotoxicity = also measured in MRP resist rev; calls as there; viability, %; H69AR cells, CellTiter-Glo, 72 h; measured here: cytotoxicity without doxorubicin
MRP resist rev with doxorubicin = further read-out of MRP resist rev, marked with its call; viability, %; measured here: viability with 2 uM doxorubicin; hits give low values
NFkB transloc inh cell count 2 µM = further read-out of NFkB transloc inh, marked with its call; cell count; measured here: cells passing quality filter;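 raw number of nuclei counted in each imaged well without normalization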
IL1B NFkB pot cell count 2 µM = second read-out of IL1B NFkB pot, no call of its own (marks repeat the call); cell count; measured here: cells passing quality filter
Starred values were filed as active, the others as inactive; x = not tested or not shown.

structure | MRP resist rev cytotoxicity | Bcl-B displacement | MRP resist rev with doxorubicin | IL1B NFkB pot cell count 2 µM | IL1B NFkB pot | NFkB transloc inh cell count 2 µM | MRP resist rev | PLAP inhibitors HTS | NFkB transloc inh
CCSc1nc(C)c(CC)c(C)c1C(N)=O | 90 | -5% | 79 | 115 | -34 | 115* | 12 | -45% | 34*
Oc1c(Cl)cc(Cl)c2c1NCCC2 | 4 | 11% | 39 | 120 | 10 | 120 | -35 | -49% | -10
O=C(CSCC(=O)N1CCOCC1)Nc1ccccc1 | 102 | -8% | 98 | 198 | 24 | 198 | 4 | -8% | -24
Cc1ccc(Cn2cccc(NC(=O)NCc3ccccc3)c2=O)cc1 | x | -5% | x | 176 | -7 | 176 | x | 21% | 7
COC(=O)C1=C(C)N=C2SCCC(=O)N2C1c1cccs1 (configuration not stated) | x | 3% | x | 211 | 4 | 211 | x | 11% | -4
Cc1ccc2c(CC(=O)N3CCc4ccccc43)coc2c1 | 98 | 8% | 104 | 197 | -11 | 197 | -6 | 12% | 11
Cn1c(SCC(=O)N2CCCc3ccccc32)nnc1-c1cccs1 | 97 | 9% | 98 | 170 | 10 | 170 | 0 | -11% | -10
C=CCNC(=O)c1onc(CSc2cccc(C)c2)c1C(=O)O | x | -2% | x | 141 | -8 | 141 | x | -16% | 8
Cc1cc(NC(=O)CSc2nc3cc4c(cc3c(=O)n2CCc2ccccc2)OCO4)no1 | 10 | 0% | 16 | x | x | x | -5 | 23% | x
Cc1onc(-c2ccccc2Cl)c1C(=O)Nc1ccccc1 | 107 | x | 96 | 133 | 0 | 133 | 11 | x | 0
Cc1cccc(N2CCN(C(=O)c3ccncc3)CC2C)c1 (configuration not stated) | 29 | -7% | 62 | 116 | -8 | 116 | -33 | -9% | 8
COC(=O)c1ccccc1NC(=O)CSCC(=O)Nc1ccc(F)cc1 | x | -5% | x | 133 | 17 | 133 | x | -13% | -17
CCOC(=O)C1=C(c2ccccc2)NC(=S)NC1c1cc([N+](=O)[O-])ccc1OC (configuration not stated) | x | 9% | x | 221 | 2 | 221 | x | 10% | -2
Cc1c(NC(=O)C2CCCN2S(=O)(=O)c2cccc3nsnc23)cccc1C(=O)O (configuration not stated) | 88 | 10% | 87 | 215 | 19 | 215 | 1 | -18% | -19
CCCCC(=O)Nc1ccc(C(=O)N2CCN(C)CC2)cc1 | 95 | -2% | 93 | 151 | 8 | 151 | 2 | -8% | -8
CCc1nc2scc(-c3ccccc3)c2c(=O)n1N | 86 | 4% | 85 | 139 | -2 | 139 | 1 | 11% | 2
O=C1C(=O)N(CCO)C(c2cccc(F)c2)/C1=C(\O)c1ccc(Cl)cc1 (configuration not stated) | 90 | -39% | 85 | 99 | -7 | 99 | 5 | 8% | 7
O=c1c2ccccc2nc2n1C(CSc1ccc(Cl)cc1)CN2 (configuration not stated) | x | 12% | x | 162 | -6 | 162 | x | -41% | 6
COc1ccc(O)c(-c2cc(-c3cccs3)[nH]n2)c1 | 64 | -4% | 73 | 166 | 5 | 166 | -9 | -85% | -5
COc1ccc(CNC(=O)COC(=O)c2ccc3c(c2)OCCO3)cc1 | 96 | 7% | 96 | x | x | x | -1 | 20% | x
O=C(Nc1ccccn1)C(NS(=O)(=O)c1cccc2nsnc12)c1ccccc1 (configuration not stated) | 96 | 0% | 93 | x | x | x | 2 | -53% | x
CCCOc1ccccc1-c1nc(SCCC(=O)O)n[nH]1 | 97 | -4% | 97 | 112 | 11 | 112 | 0 | 8% | -11
Cc1ccccc1N1C(=O)CC(N2CCC(C(N)=O)CC2)C1=O (configuration not stated) | 85 | -7% | 82 | 147 | 1 | 147 | 3 | 14% | -1
COc1ccc(CNc2nc3c(c(=O)n(Cc4ccc(Br)cc4)c(=O)n3C)n2C)cc1 | 80 | 10% | 80 | 140 | -7 | 140 | 0 | -71% | 6
CCN1CCN(c2nc3c(c(=O)[nH]c(=O)n3C)n2CCCSc2ncccn2)CC1 | 99 | 5% | 90 | 180 | -12 | 180 | 9 | -24% | 12
O=C(CCCO)c1ccc2c(c1)OCCO2 | 99 | -4% | 96 | 145 | -13 | 145 | 3 | 4% | 13
COc1cccc(C2NC(=O)NC(C)=C2C(=O)Nc2cccc(C)c2C)c1 (configuration not stated) | 83 | 5% | 86 | 76 | -9 | 76 | -3 | -16% | 9
Cc1ccc(C(=O)C2C(c3cccs3)NC(=O)NC2(O)C(F)(F)F)cc1 (configuration not stated) | 83 | -10% | 74 | 120 | 15 | 120 | 9 | -63% | -15
Cc1ccc(N(CC(=O)Nc2ccc(-c3nc4ccc(C)cc4s3)cc2)S(C)(=O)=O)cc1 | x | -77% | x | 124 | 4 | 124 | x | -2% | -4
COc1ccccc1-c1nnc2sc(COc3ccc(F)cc3)nn12 | 93 | 6% | 90 | 120 | 9 | 120 | 3 | 5% | -9
CCCOc1ccc(C2=NNC(c3cccs3)=Nc3ccc(OC)cc32)cc1 | 71 | x | 85 | 108 | 16 | 108 | -14 | x | -16
COC(=O)C1C(c2ccccc2)C(C(=O)N2CCOCC2)C1c1ccccc1 (configuration not stated) | 94 | 3% | 77 | 177 | 15 | 177 | 17 | -39% | -15
N#CC(C#N)=C/C(C#N)=C(/N)N1CCN(c2ccc(Cl)cc2)CC1 | x | -6% | x | 166 | 2 | 166 | x | -2% | -2
CCCn1c(=O)c(-c2ccccc2)c(O)c2ccccc21 | 93 | -3% | 80 | 148 | 9 | 148 | 13 | -20% | -9
COc1cccc(NC(=O)CCC(=O)NCc2ccco2)c1 | x | -3% | x | 162 | -11 | 162 | x | 6% | 11
O=C1C2=C(NC(=S)NC2c2ccc(Cl)cc2)NC(c2ccc(Cl)cc2)N1c1ccc(Cl)cc1 (configuration not stated) | 0 | -6% | 0 | 157 | -8 | 157 | 0 | -27% | 8
CCN(CC)S(=O)(=O)c1cc(C(=O)OC)ccc1Cl | x | -14% | x | 70 | -9 | 70 | x | 0% | 9
FC(F)(F)c1ccc(Sc2nnc(-c3cccs3)n2CC2CCCO2)nc1 (configuration not stated) | 93 | 1% | 81 | 158 | 28 | 158 | 12 | -12% | -28
Cc1ccc(-c2noc(CCC(=O)Nc3cccc(C#N)c3)n2)cc1 | 98 | -3% | 97 | 150 | 0 | 150 | 1 | 18% | 0
Oc1ccc(C=Nc2ccc3ncccc3c2)c(O)c1 | 94 | -98% | 95 | 127 | 1 | 127 | -1 | -54% | -1
O=C(COC(=O)[C@H](Cc1c[nH]c2ccccc12)NC(=O)c1ccc(Cl)cc1)Nc1ccc2c(c1)OCO2 | 97 | -24% | 87 | 187 | 22 | 187 | 10 | -19% | -22
COc1ccc(NC2c3ncccc3C(=O)N2Cc2ccccc2)c(OC)c1 (configuration not stated) | 87 | x | 73 | 10 | 16 | 10 | 14 | x | -16
Cc1ccc2c(C)nc(NC3=NCN(C(C)C)CN3)nc2c1 | 78 | x | 90 | 107 | 14 | 107 | -12 | x | -14
Cc1cccc(C)c1NC(=O)COC(=O)c1nonc1N | 103 | -2% | 108 | 145 | -4 | 145 | -5 | -6% | 4
COC(=O)Cc1c(C)c2ccc(O)c(CN3CCCC(C)C3)c2oc1=O (configuration not stated) | 92 | -4% | 76 | 160 | 2 | 160 | 15 | -4% | -2
Cc1cc(C)c2oc(=O)cc(CN3CCOCC3)c2c1 | 80 | x | 80 | 109 | 9 | 109 | -1 | x | -9
COc1cc2[nH]c3c(N4CCN(c5ccc(Cl)cc5)CC4)ncnc3c2cc1OC | 7 | 3% | 19 | 94 | -13 | 94 | -12 | 13% | 13
CCOCCCNCC(=O)Nc1ccc(OC(F)(F)F)cc1 | 95 | 4% | 106 | 151 | -3 | 151 | -11 | -10% | 3
CC(NC(=O)Nc1cccnc1)(C(F)(F)F)C(F)(F)F | 108 | 1% | 109 | x | x | x | -1 | 1% | x
Cn1c(CCN2CCCCC2)nc2cc(NC(=O)C3CCCCC3)ccc21 | 73 | -14% | 73 | x | x | x | 0 | -5% | x

Continuation.
structure | MRP resist rev cytotoxicity | Bcl-B displacement | MRP resist rev with doxorubicin | IL1B NFkB pot cell count 2 µM | IL1B NFkB pot | NFkB transloc inh cell count 2 µM | MRP resist rev | PLAP inhibitors HTS | NFkB transloc inh
CCN(CC)CCc1c(C)[nH]c(C(=O)OCc2ccccc2)c1C | 82 | 42µM* | 78 | 77 | 5 | 77 | 4 | -50% | -5
CCC(Sc1nc(N)cc(N)n1)C(=O)O (configuration not stated) | x | 3% | x | 148 | 4 | 148 | x | 25% | -4
S=c1nc[nH]c2c1[nH]c1ccccc12 | x | 12% | x | 145 | -1 | 145 | x | 24% | 1
O=C(Nc1ccn(Cc2c(F)c(F)cc(F)c2F)n1)c1ccc(COc2cc(Cl)ccc2Cl)o1 | x | -6% | x | 153 | -13 | 153 | x | 23% | 13
CC(=O)Nc1ccc(OC/C=C(\C)Cl)cc1 | 107 | -5% | 92 | 111 | 23 | 111 | 15 | 12% | -23
CCCC(=O)Nc1cccn(Cc2ccccc2Br)c1=O | 98 | -15% | 89 | x | x | x | 9 | -29% | x
Cc1cccc(C)c1OCC(=O)Nc1ncn[nH]1 | 86 | -2% | 92 | 199 | 20 | 199 | -6 | -240% | -20
CCC1Oc2ccccc2N(CC(=O)NCCCN2CCOCC2)C1=O (configuration not stated) | 85 | x | 100 | 180 | 0 | 180 | -15 | x | 0
Clc1cccc(CSc2nnc(-c3cccnc3)n2Cc2ccco2)c1 | 90 | -8% | 70 | 136 | -2 | 136 | 20 | -52% | 2
O=C(CSc1nc2ccccc2[nH]1)Nc1ccccc1F | 88 | 2% | 84 | 82 | 4 | 82 | 4 | -33% | -4

Structures from the list above containing a thiophene ring, fused or not (seven):
structure | MRP resist rev cytotoxicity | Bcl-B displacement | MRP resist rev with doxorubicin | IL1B NFkB pot cell count 2 µM | IL1B NFkB pot | NFkB transloc inh cell count 2 µM | MRP resist rev | PLAP inhibitors HTS | NFkB transloc inh
COC(=O)C1=C(C)N=C2SCCC(=O)N2C1c1cccs1 (configuration not stated) | x | 3% | x | 211 | 4 | 211 | x | 11% | -4
Cn1c(SCC(=O)N2CCCc3ccccc32)nnc1-c1cccs1 | 97 | 9% | 98 | 170 | 10 | 170 | 0 | -11% | -10
CCc1nc2scc(-c3ccccc3)c2c(=O)n1N | 86 | 4% | 85 | 139 | -2 | 139 | 1 | 11% | 2
COc1ccc(O)c(-c2cc(-c3cccs3)[nH]n2)c1 | 64 | -4% | 73 | 166 | 5 | 166 | -9 | -85% | -5
Cc1ccc(C(=O)C2C(c3cccs3)NC(=O)NC2(O)C(F)(F)F)cc1 (configuration not stated) | 83 | -10% | 74 | 120 | 15 | 120 | 9 | -63% | -15
CCCOc1ccc(C2=NNC(c3cccs3)=Nc3ccc(OC)cc32)cc1 | 71 | x | 85 | 108 | 16 | 108 | -14 | x | -16
FC(F)(F)c1ccc(Sc2nnc(-c3cccs3)n2CC2CCCO2)nc1 (configuration not stated) | 93 | 1% | 81 | 158 | 28 | 158 | 12 | -12% | -28

Compound profiles (already shown). Order of screens: MRP resist rev cytotoxicity, Bcl-B displacement, MRP resist rev with doxorubicin, IL1B NFkB pot cell count 2 µM, IL1B NFkB pot, NFkB transloc inh cell count 2 µM, MRP resist rev, PLAP inhibitors HTS, NFkB transloc inh
CCOC(=O)C1=C(c2ccccc2)NC(=S)NC1c1cc([N+](=O)[O-])ccc1OC (configuration not stated) reads x, 9%, x, 221, 2, 221, x, 10%, -2
CCCCC(=O)Nc1ccc(C(=O)N2CCN(C)CC2)cc1 reads 95, -2%, 93, 151, 8, 151, 2, -8%, -8

These rows are one share of the data (hit frequency here may not be typical).
